# cytoskel mod – modifiers of cytoskeleton assembly. inhibition, % at 2 µM. AID 836. HUVEC TNFa F-actin phalloidin imaging, high content. hit rate 0.18% among 91,000;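 active = inhibition above the batch mean plus 3 SD and confirmed as a hit by visual image inspection, cut at about 30% in these data, passing the limit was not always enough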; also: strong numbers were not always called active
# IL1B cytotox – HUVEC cytotoxicity counter-screen, IL-1B stimulated; HUVEC cell count loss, Hoechst imaging; cell count reduction, % at 2 µM; AID 845; hit rate 0.41% among 94,000;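 active = cell count reduction more than 3 SD above the screen-wide mean, cut at about 70% in these data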;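 also: normalized per plate to untreated control cells as the no-loss baseline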
# Candida biofilm – kills Candida albicans biofilms; C. albicans biofilm + clotrimazole, Alamar Blue; inhibition, % at 6 µM; hit rate 0.14% among 85,000; AID 834;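 active = inhibition above 20%; inactive = inhibition below 20%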;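 also: preformed 24 hr biofilms exposed to compound for 48 hr; 0% = biofilm without compound and 100% = blank killed by clotrimazole plus chlorhexidine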
# HUVEC tox TNFa – toxic to HUVEC cells under TNF alpha stimulation; HUVEC TNFalpha-stimulated, Hoechst cell count, imaging; hit rate 0.17% among 93,000; cell count reduction, % at 2 µM; AID 848;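 active = cell count reduction exceeding the screen mean by over 5 SD, scaled to untreated wells per plate, cut at about 78% in these data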;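 also: cells counted after 24 h of TNF alpha exposure following the 1 h pretreatment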
# VCAM1 TNFa inh – reduces TNF alpha induced VCAM1 expression in HUVEC; HUVEC TNFa-induced VCAM-1 immunofluorescence, high-content imaging; inhibition, % at 2 µM; AID 802; hit rate 0.48% among 95,000;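 active = inhibition above the batch mean plus 3 SD, with images confirmed as a hit by eye, cut at about 37% in these data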;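 also: 0% = TNF-stimulated DMSO wells and 100% = unstimulated control wells; not every result past the cut was called active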
# ERb SRC1 inh – blocks coactivator binding to human estrogen receptor beta; TR-FRET ER-beta LBD / SRC1-Cy5 peptide binding; receptor agonist-loaded with 1 µM estradiol; hit rate 1.3% among 86,000; inhibition, % at 25.6 µM;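 active = compounds whose percent inhibition of the receptor-coactivator binding signal exceeds about 50% in the single-dose screen, limit read from the data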;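 also: 0% = receptor plus peptide wells without compound and 100% = peptide-only wells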
# Target sequence (Q92731 whole entry, looked up, the tested form may be a part): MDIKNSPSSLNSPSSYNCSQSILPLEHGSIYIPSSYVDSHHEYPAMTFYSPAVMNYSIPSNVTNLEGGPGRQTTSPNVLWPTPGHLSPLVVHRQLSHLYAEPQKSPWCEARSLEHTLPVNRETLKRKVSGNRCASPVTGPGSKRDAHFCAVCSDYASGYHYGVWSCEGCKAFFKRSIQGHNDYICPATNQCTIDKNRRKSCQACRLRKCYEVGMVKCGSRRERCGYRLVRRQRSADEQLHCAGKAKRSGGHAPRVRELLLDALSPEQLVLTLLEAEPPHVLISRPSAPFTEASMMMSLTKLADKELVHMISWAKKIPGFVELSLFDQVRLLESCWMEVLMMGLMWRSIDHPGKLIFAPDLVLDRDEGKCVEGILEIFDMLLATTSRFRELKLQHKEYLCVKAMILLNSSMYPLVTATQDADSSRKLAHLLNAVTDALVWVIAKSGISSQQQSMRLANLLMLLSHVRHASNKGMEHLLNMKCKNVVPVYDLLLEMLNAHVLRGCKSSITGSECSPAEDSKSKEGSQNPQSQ
# sEH act – increases human soluble epoxide hydrolase activity; purified human sEH enzymatic activity, activator screen; activation, % at 2 µM; hit rate 0.04% among 91,000; AID 717; in the data active = activation above about 37%; also: values of inactives mirror those of a sister screen read the other way
# sEH inhibitor – soluble epoxide hydrolase (human) inhibition; recombinant human sEH enzymatic activity assay; inhibition, % at 2 µM; hit rate 0.34% among 91,000; in the data active = inhibition above about 80%; also: values of inactives mirror those of a sister screen read the other way; many of its hits are not listed in these tables
# Smad3 inh – blocks human Smad3 binding to FoxH1 peptide | inhibition, % at 25 µM | P84022 | hit rate 0.29% among 88,000 | TR-FRET Smad3/Dy647-FoxH1 peptide binding, europium anti-His;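 active = compounds that reduce the energy-transfer binding signal between the protein and its labelled peptide by more than half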;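 also: 0% = Smad3 plus labelled peptide maximal FRET and 100% = peptide-only background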
# Target sequence (P84022 whole entry, looked up): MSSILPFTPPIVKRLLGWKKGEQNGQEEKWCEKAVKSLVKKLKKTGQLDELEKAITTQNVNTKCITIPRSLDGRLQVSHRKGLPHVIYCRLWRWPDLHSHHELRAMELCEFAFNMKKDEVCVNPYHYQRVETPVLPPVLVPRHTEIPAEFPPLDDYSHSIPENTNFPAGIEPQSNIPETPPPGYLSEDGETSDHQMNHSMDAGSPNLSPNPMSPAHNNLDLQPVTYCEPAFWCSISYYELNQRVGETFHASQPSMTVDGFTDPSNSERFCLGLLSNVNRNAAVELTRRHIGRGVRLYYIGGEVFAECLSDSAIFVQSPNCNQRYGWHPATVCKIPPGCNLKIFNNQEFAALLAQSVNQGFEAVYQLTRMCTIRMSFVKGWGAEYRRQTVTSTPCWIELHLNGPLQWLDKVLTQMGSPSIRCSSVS
# The depositor's hits bear a star; nt = no result given; [ ] = remark or other dose. This is a subset. The share of hits here may be higher or lower than overall.
SMILES,cytoskel mod,IL1B cytotox,Candida biofilm,HUVEC tox TNFa,VCAM1 TNFa inh,ERb SRC1 inh,sEH act,sEH inhibitor,Smad3 inh
N#Cc1c(NC(=O)CSc2nnnn2C2CCCC2)sc2c1CCCC2,0,-39,1,-25,6,-5,-12,14,0
CC(=O)CSc1nc(N)c(C#N)c(-c2cccs2)c1C#N,-7,-15,3,-4,-3,2,-1,0,-14
CCOC(=O)CN1C(=O)C(Sc2nnc(-c3ccccc3OC)s2)CCc2ccccc21 (stereo unspecified),-6,-7,6,8,-10,-6[fluorescence artefact?],3,-4,-1
N#Cc1c2c(c(NCCN3CCOCC3)n3c1nc1ccccc13)CCCC2,-18,-27,10,-27,-1,10,3,-2,0
O=C(O)[C@@H]1CCCN1c1ncnc2sc3c(c12)CCC3,nt,14,8,nt,nt,0,-7,6,0
CCn1cc(/C=C2\SC(=O)N(CC(=O)Nc3ccc4c(c3)OCO4)C2=O)c2ccccc21,-16,3,nt,-23,13,nt,-2,5,nt
N=c1c(C(=O)NC2CCCC2)cc2c(=O)n3ccccc3nc2n1CCN1CCOCC1,2,-21,1,-37,-5,9,9,-6,-3
CCc1nnc(NC(=O)OCc2ccccc2)s1,-12,-34,7,-26,12,-3,-6,8,-6
CCNC(=S)N/N=C/c1ccc(OCC(=O)Nc2ccc(C)cc2)cc1,-10,17,nt,-2,29,nt,9,-8,nt
Cc1cccc(C(=O)NC(=S)Nc2ccc(S(=O)(=O)N3CCN(C)CC3)cc2)c1,-3,7,nt,-22,8,nt,5,-3,nt
C=C(C)C1CC=C(C)/C(=N/NC(=O)CNc2ccc(OCC)cc2)C1 (stereo unspecified),-20,-28,nt,7,-2,nt,-17,18,nt
CCc1sc(C(=O)Nc2cc(Cl)ccc2N2CCCCC2)cc1C,14,-14,nt,-22,8,nt,7,-6,nt
Cc1ccc(NC(=S)NC(NC(=O)C(C)(C)C)C(Cl)(Cl)Cl)c(C)c1 (stereo unspecified),22,-19,nt,-6,10,nt,-26,25,nt
Cc1cccc(OCC(=O)Nc2ccc3c(c2)nc(CCN2CCN(C)CC2)n3C)c1,-46,-3,1,-18,23,5[fluorescence artefact?],-2,2,4
C[N+](C)(C)CCCN1C(=O)CCCC1=O,-24,-25,nt,-10,-5,nt,-7,6,nt
CN1CCN(Cc2c(O)ccc3c(=O)c(Oc4ccccc4Cl)c(C(F)(F)F)oc23)CC1,-5,-2,10,-2,0,-3,-18,17,-9
CS(=O)(=O)N(CC(=O)N1CCN(Cc2ccccc2)CC1)C1CCCCC1,1,-2,5,6,8,1,0,0,9[fluorescence artefact?]
CCOc1ccccc1N1C(=O)CC(Nc2ccc(N3CCOCC3)cc2)C1=O (stereo unspecified),11,-26,4,-22,-13,17[fluorescence artefact?],0,-1,1
O=C(NCc1ccco1)c1cc(-c2ccncc2)nc2ccccc12,4,4,4,-8,-9,0,nt,nt,10
CC1=NN(c2nc(-c3ccc(Cl)cc3)cs2)C(=O)C1,-9,-38,nt,-3,14,nt,4,-3,nt
CC(=O)Nc1ccc(S(=O)(=O)N(C)CC(=O)NC2=NCCS2)cc1,14,7,9,-17,14,7,nt,nt,5
FC(F)(F)c1cccc(NC(=S)N2CCN(c3cccc(C(F)(F)F)c3)CC2)c1,-20,14,nt,9,-18,nt,5,-7,nt
CN(C)c1ccc(NC(=O)c2cn(-c3ccccc3)nc2-c2cccs2)cc1,nt,-47,3,-21,-9,24[fluorescence artefact?],-14,12,3
CCOC(=O)C1=NN(c2ccccc2)C(=O)/C1=C\c1ccc(N(C)C)cc1,-11,2,nt,-4,12,nt,-1,-1,nt
Cc1nc2nc(CSc3ccc(Cl)cc3)cc(=O)n2[nH]1,6,2,2,9,-1,-3,-6,6,3
COc1ccc(C(=O)NCCSCc2ccco2)cc1OC,3,17,5,-18,9,-3,-9,9,0
Cc1cc(C(=O)Nc2ccc3c(c2)OCCO3)c(C)o1,-46,30,-9,31,43,-9,23,-25,3
CC(=O)c1cc(C#N)c(SCc2ccc(F)cc2)nc1C,24,0,1,-19,-11,4[fluorescence artefact?],1,-1,-15
CCCCNCc1cc(OCC)c(OCC(N)=O)cc1Br,nt,-17,6,-6,-12,-1,-3,1,-14
COc1ccc(-n2c(SCC(=O)N3CCCC(C)C3)nnc2-c2cccnc2)cc1 (stereo unspecified),35,-6,0,-26,10,0[fluorescence artefact?],-6,4,8
CCOC(=O)c1ccc(N2C(=O)CC(N3CCN(C/C=C/c4ccccc4)CC3)C2=O)cc1 (stereo unspecified),10,-11,nt,2,14,nt,4,-2,nt
CCC(N1CCOC1=O)S(=O)(=O)c1ccc(C)cc1 (stereo unspecified),0,-8,2,-12,8,2[fluorescence artefact?],-4,4,0
COC(=O)CSc1nnc(C)n1-c1cccc(C#N)c1,-4,0,5,-18,6,-10[fluorescence artefact?],-11,10,0
Cc1cccc(-c2noc(CN(C(=O)c3c(-c4ccccc4Cl)noc3C)C(C)C)n2)c1,8,20,2,-20,2,-6,nt,nt,-7
CC(SCc1ccccc1)C(=O)NN=C1CCN(C)CC1 (stereo unspecified),1,22,nt,-2,11,nt,8,-5,nt
COc1ccc(-n2c(=O)[nH]cc(C(=O)N3CCc4ccccc43)c2=O)cc1,8,-27,9,-8,-21,-20[fluorescence artefact?],-2,5,7
CCc1c(C)[nH]n(-c2ccc(Oc3ccccc3)c(S(=O)(=O)O)c2)c1=O,12,1,-4,-19,-2,20,9,-8,-23[fluorescence artefact?]
Cc1c(NC(=O)c2cc3ccccc3o2)c(=O)n(-c2ccccc2)n1C,-14,nt,6,-11,-8,-11,14,-12,0
Cc1cc(C)n2cc(CSc3nc4cc(Cl)ccc4o3)nc2n1,73,-4,3,-9,2,-4,-14,13,2
COc1cccc(CSc2nnc(-c3ccc(F)cc3)o2)c1,0,19,8,24,3,-15[fluorescence artefact?],4,-4,2
O=C(NCC1CCCO1)c1cc(-c2ccco2)nc2ccccc12 (stereo unspecified),-11,-14,7,5,5,75*[fluorescence artefact?],-2,2,10
CCN1C(=O)/C(=C/N(C)C)c2ccccc21,-38,6,6,nt,nt,-6[fluorescence artefact?],3,-2,8
CN1CCCC(OC(=O)COc2ccccc2)C1 (stereo unspecified),-10,-34,7,-33,-2,-13,13,-13,21[fluorescence artefact?]
Nc1[nH]n(-c2ccccc2)c(=O)c1N=Nc1ccccc1[N+](=O)[O-],-16,-6,3,7,6,52*,5,-8,3
CCCC(O)(CCN(C)C)c1ccc(OC)cc1 (stereo unspecified),-5,10,12,5,16,-2,6,-7,5[fluorescence artefact?]
Cc1cc[n+](CCC(=O)O)c2ccccc12,nt,-7,5,-12,-2,9,-5,3,10
Cc1ccc(C(=O)Oc2oc(-c3ccco3)nc2C=Nc2ccccc2)cc1,5,-15,5,1,1,13,-2,5,-7
CCOC(=O)COc1cc(N2C(=O)CSCC2=O)c(Cl)cc1Cl,-44,-6,nt,12,-8,nt,-5,6,nt
O=C(COC(=O)Cc1cn2ccsc2n1)NCc1ccc2c(c1)OCO2,-7,-6,1,-14,7,24,-6,4,8
COc1ccccc1-c1nc(C#N)c(N2CCN(c3cccc(Cl)c3)CC2)o1,-13,-60,1,-35,0,5[fluorescence artefact?],6,-2,-9
CC(C)=C1C2CCC1C(C(=O)NCc1ccccc1)C2C(=O)O (stereo unspecified),0,-15,-1,-16,12,-5[fluorescence artefact?],-1,0,4
Cn1c(CN2CCCCC2)nc2cc(NC(=O)c3ccc(F)cc3)ccc21,3,-8,0,-52,6,2,-18,19,-2
CSc1nc2ccc(S(=O)(=O)N(C)C)cc2s1,nt,-17,4,-59,-5,-1,6,-8,10
CCn1nnc(-c2ccccc2NS(=O)(=O)c2ccc(S(=O)(=O)N3CCCCCC3)cc2)n1,-11,-15,2,-12,-2,-16,nt,nt,20
O=c1nc2n(c3sc4c(c13)CCCC4)C(CBr)CS2 (stereo unspecified),17,-22,16,16,-6,-6,3,-3,0
COc1ccccc1/C=N/N(C(C)=O)c1nc(-c2ccc(F)cc2)cs1,20,9,nt,-4,5,nt,-1,3,nt
CC(=O)Nc1ccc(S(=O)(=O)Nc2nc(CN3CCOCC3)nc3sc4c(c23)CCCC4)cc1,0,-23,-2,-12,8,0,20,-21,-8
COc1ccc(-c2cc(C(=O)N3CCCCC3)no2)cc1OC,15,4,6,-13,-6,-6,-4,5,3
O=C(Nc1ccc(Cl)cc1C(=O)NCc1cccnc1)c1ccco1,0,32,2,-20,-15,-12,4,-1,10[fluorescence artefact?]
N#C/C(=N/Nc1ccccc1F)C(=N)N1CCOCC1,-41,-43,nt,3,18,nt,2,1,nt

# Reprinted from the part before: three entries, followed by the next part.
SMILES,cytoskel mod,IL1B cytotox,Candida biofilm,HUVEC tox TNFa,VCAM1 TNFa inh,ERb SRC1 inh,sEH act,sEH inhibitor,Smad3 inh
COc1ccc(-c2cc(C(=O)N3CCCCC3)no2)cc1OC,15,4,6,-13,-6,-6,-4,5,3
O=C(Nc1ccc(Cl)cc1C(=O)NCc1cccnc1)c1ccco1,0,32,2,-20,-15,-12,4,-1,10[fluorescence artefact?]
N#C/C(=N/Nc1ccccc1F)C(=N)N1CCOCC1,-41,-43,nt,3,18,nt,2,1,nt
Cc1cc(C)c2nc(N3CCCC3)c(C#N)cc2c1,11,-33,-5,-43,12,6[fluorescence artefact?],2,-4,-13
COc1ccc2[nH]c(=O)c(CN(CCO)S(=O)(=O)c3c(C)ccc4nsnc34)cc2c1,9,-53,-1,-3,-14,1,10,-8,3
CCCCNC(=O)CSc1nnc(-c2ccc(S(=O)(=O)N3CCCC3)cc2)n1C,nt,-20,2,nt,nt,-23,-8,12,-1
COC(=O)c1c(NC(=O)c2ccccc2)sc(Cc2ccccc2)c1C,-2,7,nt,15,3,nt,12,-9,nt
COC(=O)c1ccc(C(=O)OC)c(NC(=O)COC(=O)C2CC2C)c1 (stereo unspecified),13,0,nt,-3,-7,nt,0,2,nt
COc1ccc(NC(=O)c2cccc(N3C(=O)NC4CC3(C)Oc3ccccc34)c2)cc1 (stereo unspecified),-3,nt,10,8,-8,0,-26,24,2
CC(=O)NCC(=O)N(C)C(C(=O)Nc1ccc2c(c1)OCCO2)c1ccccc1 (stereo unspecified),0,-6,nt,3,2,nt,-11,14,nt
CCCCn1c(SCC(=O)N2c3ccccc3Sc3ccccc32)nc2c1c(=O)n(C)c(=O)n2C,-22,-1,1,5,18,11[fluorescence artefact?],0,4,-6
c1ccc(-n2cnc3cc(NCc4ccccn4)ccc32)cc1,1,-6,1,-13,2,8,-9,10,-2
O=C1C(=C2SCCCS2)CC/C1=C\c1ccc(F)cc1,-8,-8,nt,1,17,nt,-5,11,nt
O=C(Oc1ccc(N(Cc2cccs2)C2=NS(=O)(=O)c3ccccc32)cc1)c1ccccc1Cl,13,-3,6,-36,-5,5,-4,7,1
Cc1nnc2ccc(N3CCN(C(=O)c4ccccc4)CC3)nn12,9,-41,4,3,6,-5,-12,14,6
COc1ccc(C2=NO[C@@H]3C(=O)N(C4CCCCC4)C(=O)[C@H]23)cc1OC,26,-52,-2,-37,-54,12,-4,5,-4
Cn1c(C(=O)NC2CC2)cc2c(=O)n(C)c3ccccc3c21,-6,6,8,-22,8,-16,8,-7,-7
CCSc1nnc(NC(=O)CSc2c(Cl)cccc2Cl)s1,7,-1,5,0,16,-9,-9,10,0
CC(=O)Nc1ccc(OCC(O)Cn2nc(C)nc2C)cc1 (stereo unspecified),-13,11,9,-6,6,-7,2,2,-3
COCCn1c(-c2ccc(OC)cc2)nc2ccccc21,nt,-16,6,-23,3,0,1,-3,-11
CCOc1ccc(C2=Nn3c(nnc3-c3ccccc3)SC2)cc1Cl,-9,3,5,2,-12,1,12,-12,2
CC(C)CNC(=S)NC1CC2CCCC(C1)N2Cc1ccco1 (stereo unspecified),-13,9,nt,8,19,nt,-17,20,nt
